pAkt inh = Akt phosphorylation inhibition; Neuro2A IGF-stimulated pAkt S473 HTRF, 20 min; stronger effect = lower value; activity change, % for hits at 50 µM; 0.32% of 360,000 active; in the data active = activity change below about -80%; inconclusive = mostly about -51% to -80%; also: % is scaled to controls: 0 for no effect and ±100 for the full control effect
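Neuro2A cells in DMEM with 0.5% FBS, overnight at 37 deg C, given compound at single 50 µM final, then IGF (6 nM final) for 20 min at 37 deg C. Lysed; phospho-Akt Ser473 by HTRF after 24 h, 665/615 ratio.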
EPAC2 antagonist = blocks human EPAC2 exchange factor | 0.18% of 360,000 active | Potency, µM (series often up to 114 µM), for inactives: at the highest dose activity, negative = inhibition, most hits filed as inhibitors | EPAC2 GEF exchange of Rap1B-BODIPY-GDP, fluorescence; also: potency is read from the fitted curve at half-maximal effect; % is scaled to controls: 0 for no effect and ±100 for the full control effect; nearly all actives have a fitted effect of over 45% in size; many of its hits are not listed in these tables
Target sequence (Q8WZA2 whole entry, looked up): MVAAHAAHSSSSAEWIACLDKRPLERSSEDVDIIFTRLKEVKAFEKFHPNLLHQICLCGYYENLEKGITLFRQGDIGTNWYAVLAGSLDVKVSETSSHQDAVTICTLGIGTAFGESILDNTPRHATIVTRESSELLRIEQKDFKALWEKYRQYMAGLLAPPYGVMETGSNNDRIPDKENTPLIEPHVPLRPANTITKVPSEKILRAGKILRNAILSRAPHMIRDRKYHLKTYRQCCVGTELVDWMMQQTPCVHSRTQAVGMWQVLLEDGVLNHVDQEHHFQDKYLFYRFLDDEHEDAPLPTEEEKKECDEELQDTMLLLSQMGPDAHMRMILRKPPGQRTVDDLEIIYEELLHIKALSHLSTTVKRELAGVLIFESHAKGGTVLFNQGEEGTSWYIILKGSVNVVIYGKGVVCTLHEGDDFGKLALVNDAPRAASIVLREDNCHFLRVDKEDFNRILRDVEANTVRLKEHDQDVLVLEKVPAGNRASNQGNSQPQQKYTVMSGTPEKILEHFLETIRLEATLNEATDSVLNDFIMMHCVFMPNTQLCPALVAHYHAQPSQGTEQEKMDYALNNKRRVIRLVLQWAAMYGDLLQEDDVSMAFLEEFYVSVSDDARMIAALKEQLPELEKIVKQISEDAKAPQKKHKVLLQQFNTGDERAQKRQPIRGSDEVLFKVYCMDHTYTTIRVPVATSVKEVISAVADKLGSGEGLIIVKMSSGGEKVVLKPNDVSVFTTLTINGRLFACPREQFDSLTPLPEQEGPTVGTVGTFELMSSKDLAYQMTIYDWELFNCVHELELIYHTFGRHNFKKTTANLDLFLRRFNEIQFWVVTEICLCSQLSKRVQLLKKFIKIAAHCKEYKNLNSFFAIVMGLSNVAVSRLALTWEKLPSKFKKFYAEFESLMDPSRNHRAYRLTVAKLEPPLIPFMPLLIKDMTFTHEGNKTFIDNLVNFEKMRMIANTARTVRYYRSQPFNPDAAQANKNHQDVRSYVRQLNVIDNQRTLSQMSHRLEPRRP
EPAC2 agonist = EPAC2 (human) agonism | EPAC2 activation, biochemical qHTS; response scale: 100% = 6.5 mM cAMP response | 0.079% of 360,000 active | Potency, µM (series often up to 154 µM), for inactives: at the highest dose activation, hits mostly activators | Q8WZA2; also: potency is read from the fitted curve at half-maximal effect; nearly all actives have a fitted effect of over 50% in size
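Compounds were added across a concentration range to EPAC2 (100 nM), RAP1B-BODIPY-GDP (250 nM) and GDP (50 uM). After 5 min at room temperature, fluorescence was recorded at 5-min intervals for 30 min.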
Mm-Cpn inhibitor = M. maripaludis TRiC chaperonin inhibition; AID 504842; 0.031% of 330,000 active; Potency, µM (titrated, usually from 76.9 µM), inactives show at the top dose activity, negative = inhibition, usual class: inhibitors; purified Mm-Cpn ATPase, ADP Transcreener TR-FRET; also: potency is read from the fitted curve at half-maximal effect; % is scaled to controls: 0 for no effect and ±100 for the full control effect; nearly all actives have a fitted effect of over 80% in size
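ATP (10 uM final) was added to archaeal chaperonin (25 nM final) after 10 min exposure to test compound at 37°C; after 30 min further incubation, ADP was detected by competitive TR-FRET.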
CCT modulator = cytosolic chaperonin activity modulation; purified chaperonin ATPase assay, HTRF ADP detection, 30 min; activity change, % (concentration not given with the values), hits read low; 0.3% of 360,000 active; AID 651819; in the data active = activity change below about -30%; also: % is scaled to controls: 0 for no effect and ±100 for the full control effect
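Enzyme 40 or 20 nM (batch-dependent) in Tris pH 7.4/KCl/MgCl2/DTT; cpd 76 uM single point; ATP 10 uM; 30 min 37 °C; Transcreener ADP HTRF detection, 30 min RT; ratio 665/615.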
TGFb inhibitor = inhibitors of TGF-b signaling | HepG2 CAGA-GFP TGF-b/SMAD3 reporter, GFP fluorescence, 18 h; TGF-beta stimulated, 500 pg/mL final | Potency, µM (top dose mostly 46.1 µM), for inactives: top-dose activity, negative = inhibition, usual class: inhibitors | 1.2% of 410,000 active | AID 588855; also: potency is read from the fitted curve at half-maximal effect; % is scaled to controls: 0 for no effect and ±100 for the full control effect; nearly all actives have a fitted effect of over 65% in size
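HEPG2 CAGA-GFP reporter cells (1000/well, DMEM with 1% FBS) received compounds, then recombinant TGF-beta at 500 pg/mL final for 18 hours at 37 degrees C. Per-cell GFP summed per well was normalised to unstimulated and stimulated DMSO controls before curve fitting.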
Nrf2 activator = Nrf2 pathway activation | AREc32 ARE-luciferase reporter (MCF7-derived line), luminescence, 24 h | Potency, µM (titrated, usually from 46.1 µM), for inactives: at the highest dose activation, hits mostly activators | 0.31% of 410,000 active; also: potency is read from the fitted curve at half-maximal effect; % of control where 0% means no effect; nearly all actives have a fitted effect of over 65% in size
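Luminescent ARE reporter assay in AREc32_Fluc cells: overnight plating at 37 deg C, 24 hr compound incubation, Steady-Glo added, 30 min RT before reading.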
A549 tox = kills or reduces viability of A549 cells in Nrf2 counter-screen; Potency, µM (top dose mostly 46 µM), without a hit: top-dose activity change, negative = cytotoxicity, usual class: inhibitors; A549 ARE-Fluc cells, CellTiter-Fluor viability, 18-24 h; AID 504648; 0.16% of 390,000 active; also: potency is read from the fitted curve at half-maximal effect; % is scaled to controls: 0 for no effect and ±100 for the full control effect
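A549 ARE_Fluc cells in 5% FBS OPTI-MEM were exposed to compounds in concentration-response for 18-24 h at 37 deg C. Viability was read by CellTiter-Fluor fluorescence (Ex 405/Em 525) after 30 min, before the luciferase read.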
Nrf2 block = Nrf2 pathway inhibition | 2.1% of 360,000 active | AID 504444 | A549 ARE-Fluc reporter, luciferase luminescence, 18-24 h | Potency, µM (highest dose often 46 µM), without a hit: at the top dose activity change, negative = inhibition, most hits filed as inhibitors; also: potency is read from the fitted curve at half-maximal effect; % is scaled to controls: 0 for no effect and ±100 for the full control effect; nearly all actives have a fitted effect of over 60% in size
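Cells were seeded and rested 2 h, then exposed to compounds for 18-24 h. CellTiter-Fluor was read first as a viability measure. BugLite was added 15 min before the final luminescent read of ARE-luciferase activity in A549 cells.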
Active calls of the source: *; i = inactive; ? = inconclusive; / = no result given; & = joins results of further samples; [ ] = another dose, or the depositor's remark. Unless noted, calls follow the shape of the dose curve; as a rule, active = well fitted curve in the direction sought with a large enough effect; inconclusive = small, poorly fitted or top-dose-only effect, or another doubt; inactive = no such curve, though single readings can be large; an effect the other way counts as inactive or inconclusive. This is a subset; count on the stated rates, not on these rows.

Start of the listing, in advance:
SMILES	pAkt inh	EPAC2 antagonist	EPAC2 agonist	Mm-Cpn inhibitor	CCT modulator	TGFb inhibitor	Nrf2 activator	A549 tox	Nrf2 block
CCc1cc2c(-c3ccccc3)cc(=O)oc2c2c1OCN(Cc1ccc(F)cc1)C2	/	/	/	/	/	13%	3.6%	16%	15%
CC(C)(C)n1nc2c(c1NC(=O)c1cc3ccccc3o1)CSC2	i	9%	-3%	-5%	1.9	-1%	2.4%	-1%	5%
COc1ccc(-c2nc(CN3CCCCC3CCc3ccccn3)c(C)o2)cc1 (stereo not given)	i	1%	10%	3%	-1.8	4%	3.5%	3%	22%
COc1cc(-c2nc3ccc4ccccc4c3c3c2CCC3)ccc1O	i	11%	14%	0%	0.6	?	0.4%	0%	0%
CC1=CC(C)=Nc2ccccc2N1	i	1%	12%	-1%	1.7	-11%	2.4%	-3%	?
CC(C)c1cc(C(=O)NC2CCCCCC2)c2ccccc2n1	i	-5%	6%	/	-0.7	-1%	0.1%	/	/
Cc1ccc(C)c(OCCC(=O)OCC(=O)N2CCN(c3ccccc3)CC2)c1	i	-8%	11%	-1%	-3.0	0%	-0.7%	9%	-6%
CC1(C)CC(=O)C(=CN2CCOCC2)C(=O)C1	i	9%	1%	0%	-11	0%	0.0%	0%	11%
CC(=O)Nc1cccc(NC(=O)COc2ccc3c(c2)CCC3)c1	i	-5%	5%	2%	1.1	-16%	-0.6%	-14%	16%

Results, from the first entry:
SMILES	pAkt inh	EPAC2 antagonist	EPAC2 agonist	Mm-Cpn inhibitor	CCT modulator	TGFb inhibitor	Nrf2 activator	A549 tox	Nrf2 block
CCc1cc2c(-c3ccccc3)cc(=O)oc2c2c1OCN(Cc1ccc(F)cc1)C2	/	/	/	/	/	13%	3.6%	16%	15%
CC(C)(C)n1nc2c(c1NC(=O)c1cc3ccccc3o1)CSC2	i	9%	-3%	-5%	1.9	-1%	2.4%	-1%	5%
COc1ccc(-c2nc(CN3CCCCC3CCc3ccccn3)c(C)o2)cc1 (stereo not given)	i	1%	10%	3%	-1.8	4%	3.5%	3%	22%
COc1cc(-c2nc3ccc4ccccc4c3c3c2CCC3)ccc1O	i	11%	14%	0%	0.6	?	0.4%	0%	0%
CC1=CC(C)=Nc2ccccc2N1	i	1%	12%	-1%	1.7	-11%	2.4%	-3%	?
CC(C)c1cc(C(=O)NC2CCCCCC2)c2ccccc2n1	i	-5%	6%	/	-0.7	-1%	0.1%	/	/
Cc1ccc(C)c(OCCC(=O)OCC(=O)N2CCN(c3ccccc3)CC2)c1	i	-8%	11%	-1%	-3.0	0%	-0.7%	9%	-6%
CC1(C)CC(=O)C(=CN2CCOCC2)C(=O)C1	i	9%	1%	0%	-11	0%	0.0%	0%	11%
CC(=O)Nc1cccc(NC(=O)COc2ccc3c(c2)CCC3)c1	i	-5%	5%	2%	1.1	-16%	-0.6%	-14%	16%
O=C(COc1ccccc1)NCC(c1ccc(Cl)cc1)N1CCCCC1 (stereo not given)	/	/	/	/	/	-17%	5.1%	-10%	18%
COc1ccccc1-c1cc2nc(C)c(CCC(=O)NCc3ccc(F)cc3)c(C)n2n1	i	4%	3%	-5%	-0.9	8%	-1.3%	4%	?
CCC(=O)N1CCc2cc(S(=O)(=O)NC(CC(C)C)C(=O)Nc3cccc(C)c3C)ccc21 (stereo not given)	/	/	/	/	/	-11%	-0.2%	-3%	8%
COc1ccc(/C=C2\SC(=O)N(CC(=O)NCCCn3ccnc3)C2=O)cc1	i	4%	8%	1%	0.9	0%	0.1%	-4%	14%
COc1cccc(CN2CC(C(=O)NCCOc3ccccc3)CCC2=O)c1 (stereo not given)	i	-2%	-2%	0%	1.2	3%	0.7%	6%	13%
O=C(O)CSc1nnc(-c2ccncc2)n1Cc1ccccc1	i	7%	5%	-1%	-1.1	2%	4.0%	-20%	-20%
O=C(Cc1ccsc1)NNC(=O)c1ccccc1O	i	-7%	6%	-2%	1.5	4%	2.2%	-1%	2%
CCC(C)NC(=O)CSC1=Nc2ccccc2C2=NC(CC(=O)NCc3ccccc3)C(=O)N12 (stereo not given)	i	-1%	3%	0%	-0.9	1%	-0.4%	-3%	-8%
O=C1CSC2(C(=O)N(Cc3ccccc3F)c3ccccc32)N1c1cccc(C(F)(F)F)c1 (stereo not given)	/	/	/	/	/	11µM*	3.9%	0%	?
CCCOc1ccc(N2C(=O)CC(NNC(=O)c3ccc(COc4ccccc4)o3)C2=O)cc1 (stereo not given)	i	11%	-17%	1%	0.7	?	3.6%	1%	1%
CCn1c(Cc2ccccc2)nnc1SCC(=O)Nc1nnc(-c2ccccc2)s1	i	4%	5%	1%	-1.1	-8%	0.8%	-2%	17%
COc1ccc(-c2[nH]nc3c2C(c2ccc(OC(=O)N4CCOCC4)cc2)C(C#N)=C(N)O3)cc1 (stereo not given)	i	-3%	11%	-2%	-0.7	?	23%	2%	-28%
CCCC(=O)C1=C(O)C(C(=O)OC)C(C)(C)CC1=N (stereo not given)	i	19%	-10%	1%	-1.6	?	-0.3%	2%	/
Cc1cc(N/C=C\c2nnnn2-c2ccccc2)no1	i	23%	-10%	1%	0.5	10%	4.1%	-1%	29%
O=c1[nH]c2cc3c(cc2cc1CN(Cc1nnnn1CC1CCCO1)C1CCCC1)OCO3 (stereo not given)	i	-3%	6%	-4%	-3.4	-6%	3.9%	-11%	-7%
O=C(CNC(=O)C(c1ccccc1)c1ccccc1)N/N=C/c1ccc(O)cc1O	i	-4%	14%	3%	-1.4	?	0.0%	-6%	?
The list continues:
SMILES	pAkt inh	EPAC2 antagonist	EPAC2 agonist	Mm-Cpn inhibitor	CCT modulator	TGFb inhibitor	Nrf2 activator	A549 tox	Nrf2 block
CN(C(=O)CCNC(=O)Cn1cnc2ccccc2c1=O)c1ccccc1F	i	1%	10%	2%	0.9	15%&2%	-0.3%&3.1%	16%&-6%	26%&-18%
O=S(=O)(c1ccc2nc(-c3ccco3)c(-c3ccco3)nc2c1)N1CCOCC1	i	-4%	10%	-5%	-5.3	-11%	7.1%	-13%	-17%
C=CCOC(=O)CCC(=O)Nc1cc(OC)nc(OC)n1	i	-4%	12%	-2%	-4.6	-13%	-0.2%	13%	6%
COc1ccc(C(=O)NC(=S)NCCO)cc1Br	i	5%	7%	0%	-0.9	20%	0.6%	0%	?
O=C(Cn1ncc2c3ccccc3n(Cc3ccccc3)c2c1=O)NC1CCCCCC1	/	/	/	/	/	-3%	-1.2%	12%	?
CN(c1ccccc1)S(=O)(=O)c1cccc(C(=O)NCCc2c[nH]c3ccccc23)c1	i	-13%	22%	/	-1.7	?	0.3%	-1%	?
Cc1cccc(N(CC(=O)NC2CCCCC2)C(=O)Cn2nnc(-c3ccc(C)o3)n2)c1	i	2%	3%	-1%	0.9	-2%	-0.2%	-10%	-21%
COC(=O)c1ccc(CSc2ccc3nnc(-c4ccc(F)cc4)n3n2)o1	i	?	15%	?	-0.3	10%	6.1%	4%	0%
O=C(NNC(=S)Nc1ccccc1Cl)c1ccccc1Cl	i	7%	-6%	1%	-0.9	7%	3.3%	-7%	?
CC(=O)c1cccc(NC(=O)NC2CCCCCCC2)c1	i	1%	4%	-1%	-0.5	7%	-0.1%	-1%	?
C/C(=N\NC(=O)c1ccccc1O)c1ccc(Br)s1	i	-1%	6%	-3%	-5.4	?	0.4%[9.22 µM]	4%	3%
CCc1cccc(CC)c1NC(=O)COC(=O)c1ccc(F)c(S(=O)(=O)N(CC)CC)c1	i	-17%	-8%	1%	-2.3	-14%	-0.3%	7%	7%
Cc1cc(C)c2c(N)c(C(=O)Nc3ccc(C)c(C)c3)sc2n1	i	0%	6%	1%	-1.4	-12%	4.2%	9%	?
Cc1ccc(NC(=O)C(NC2CCCc3ccccc32)c2ccccc2)c([N+](=O)[O-])c1 (stereo not given)	i	-1%	5%	-3%	-0.2	0%	2.4%	-3%	0%
Cc1cc(NC(=O)c2cccc(S(=O)(=O)Nc3cccc(C(=O)O)c3)c2)no1	i	3%	10%	-1%	-2.1	2%	-0.1%	-1%	4%
O=CN1CCN(c2c([N+](=O)[O-])c(=O)oc3ccccc23)CC1	i	-5%	2%	0%	-0.5	0%	0.4%	0%	6%
Cc1ccc(C)c(N2CCN(C(=O)c3ccc4nc(-c5ccco5)c(-c5ccco5)nc4c3)CC2)c1	i	-7%	7%	-7%	-2.8	-18%	0.2%	-22%	?
CSCCC(NC(=O)c1ccc(C(C)(C)C)cc1)C(=O)OCC(=O)N1CCCC1=O (stereo not given)	i	-13%	4%	2%	-1.5	8%	0.0%	6%	4%
COc1ccc(CNC(=O)COc2cc(O)c3c(c2)OC(C)(C)CC3=O)c(OC)c1	i	-17%	13%	0%	-4.2	24%	4.3%	0%	?
O=[N+]([O-])c1cccc(/C=C/C=N/Nc2nc(N3CCCCC3)nc(N3CCCCC3)n2)c1	i	-2%	-1%	0%	0.0	-7%	-0.4%	-1%	?
Cc1ccc2nc3c(cc(C(=O)NCC4CCCO4)c(=N)n3C(C)C)c(=O)n2c1 (stereo not given)	/	/	/	/	/	-18%	-0.8%	?	24%
Cc1cc(NC2CCCCC2)n2c(n1)nc1ccccc12	i	24%	0%	-1%	-3.9	-36%	0.2%	-2%	12%
Cc1ccc(S(=O)(=O)N2CCNC(=O)C2)c(C)c1	i	-8%	8%	0%	0.1	14%	-0.2%	-5%	5%
Cc1ccc(NC(=O)CCC(=O)NNC(=O)COc2ccccc2)cc1C	i	9%	2%	-1%	-1.4	-9%	-0.5%	-1%	1%

High-throughput results: PubChem, National Center for Advancing Translational Sciences (NCATS)
